Compound activity (PubChem)
E-sel inducer: E-selectin induction in HUVECs, primary screen, imaging, HUVEC, immunofluorescence imaging, single point. P16581. normalized: neutral wells 0, TNF-alpha wells 100. activation, % at 7.58 µM. 260,000 tested, 0.37% active. AID 686992, 2013;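 active = mean E-selectin-positive cell signal at least 10% of the positive control, reached in at least 60% of replicates, without over 20% cell loss; inconclusive = no rule given, readout overlaps actives, possibly toxicity-flagged; inactive = the rest, including those meeting only one limit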;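 note: in these data hits start at about 27%; measured in HUVEC primary endothelial cells; signal is the percent of cells scored E-selectin positive by PE staining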
Target sequence (P16581 whole entry, looked up): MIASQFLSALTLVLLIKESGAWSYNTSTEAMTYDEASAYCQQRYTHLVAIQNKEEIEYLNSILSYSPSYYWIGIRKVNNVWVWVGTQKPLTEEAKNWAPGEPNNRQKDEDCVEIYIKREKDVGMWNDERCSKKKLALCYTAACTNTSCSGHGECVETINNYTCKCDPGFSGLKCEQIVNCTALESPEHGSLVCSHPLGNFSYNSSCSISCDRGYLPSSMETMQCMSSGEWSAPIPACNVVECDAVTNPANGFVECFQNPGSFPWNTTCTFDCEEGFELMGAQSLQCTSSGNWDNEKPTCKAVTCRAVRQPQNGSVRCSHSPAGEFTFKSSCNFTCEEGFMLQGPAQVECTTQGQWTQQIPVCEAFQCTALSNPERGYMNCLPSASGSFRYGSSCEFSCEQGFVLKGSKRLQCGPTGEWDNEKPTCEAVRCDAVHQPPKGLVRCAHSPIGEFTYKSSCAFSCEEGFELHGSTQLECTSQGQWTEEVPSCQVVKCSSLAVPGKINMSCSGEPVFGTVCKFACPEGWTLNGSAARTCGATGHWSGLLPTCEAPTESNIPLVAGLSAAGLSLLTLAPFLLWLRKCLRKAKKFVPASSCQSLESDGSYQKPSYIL
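Read-out basis: % PE-positive cells; Test system: HUVEC primary endothelial cells; Technique: immunofluorescence imaging; Dosing: single-point compound dose.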
RAD54 branch: inhibitors of human RAD54 branch migration, primary screen, biochemical, fluorescence, single point | DNA repair and recombination protein RAD54-like (Homo sapiens), Q92698 | RAD54 Holliday junction branch migration, FAM/BHQ fluorescence | inhibition, % at 10.4 µM | 360,000 tested, 0.14% active | AID 602329, 2012;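 active = mean normalized replicate activity at least 40 and at least half of replicates scoring 40 or more; inconclusive = only one of the two criteria met; inactive = mean below 40 and under half of replicates reaching 40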;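 note: 0% = median of neutral control wells and 100% = median of positive control wells; inhibitors cause a drop in the FAM fluorescence signal; in these data hits start at about 50%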
RAD52 inh: RAD52 DNA annealing inhibitors, primary screen, biochemical, FRET, single point, set 2; inhibition, % at 18.7 µM; 360,000 tested, 0.46% active; AID 651710, 2012; recombinant RAD52 DNA annealing, FRET fluorescence; DNA repair protein RAD52 homolog (Homo sapiens), P43351;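 active = every replicate showing at least 50% inhibition; inconclusive = mean inhibition at least 50% but not in every replicate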
Xi reactivation: activators of inactive X chromosome reactivation, primary screen, imaging, XiGFP fibroblasts, GFP high-content imaging, set 2; XiGFP mouse fibroblasts, % GFP-positive cells imaging, 3 d; cells co-treated with 5-aza-dC sensitizer; scaled so ellipticine positive control = 100%; activation, % at 7.58 µM; 360,000 tested, 0.055% active; AID 743238, 2013;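 active = mean normalized replicate activation at least 10% and every replicate at or above 10%; inconclusive = only one of the two criteria met; inactive = mean below 10% and not all replicates reach 10%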;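 note: 0% = median of on-plate neutral control wells and 100% = ellipticine 6 µM median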
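System: 68-5-11 XiGFP fibroblast line; Timing: 3 days compound exposure; Compound dosing: one concentration, pinned; Benchmarks: positive control ellipticine, 6 µM final; Buffer or medium: DMEM containing 5-aza-dC.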
EWS-Fli inh: EWS/Fli-driven NR0B1 reporter inhibitors, primary screen, A673 cells, NR0B1 luciferase, luminescence, MLPCN library | 350,000 tested, 0.67% active | AID 651661, 2012 | inhibition, % at 12.6 µM | viability-normalised;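 active = mean inhibition of at least 50% after viability correction, with every replicate also passing that limit; inconclusive = mean reaches 50% but only one of two replicates passes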;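 note: firefly luciferase signal divided by Alamar Blue viability fluorescence both relative to DMSO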
S100A4 inh HTS: inhibitors of S100A4-myosin IIA peptide binding, primary screen, biochemical, fluorescence polarization, TAMRA-MyoIIA peptide; AID 652163, 2013; inhibition, % at 10.7 µM; 360,000 tested, 0.14% active; Protein S100-A4 (Homo sapiens), P26447;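 active = mean inhibition of at least 70% across replicates, with every replicate also reaching that level; inconclusive = mean inhibition reaches 70% but some replicates fall short; inactive = mean inhibition below 70%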
Target sequence (P26447 whole entry, looked up): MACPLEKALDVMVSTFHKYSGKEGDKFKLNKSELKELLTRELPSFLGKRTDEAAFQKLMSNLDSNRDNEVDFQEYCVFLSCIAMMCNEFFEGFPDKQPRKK
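Test system: S100A4 monomer protein. Medium: HEPES buffer with Ca2+, pH 7.2. Reagent: fluorescent myosin IIA peptide, 5 nM. Compound dosing: single-point compound testing. Timing: 5 min between mix addition and reading. Benchmarks: DMSO neutral and TFP positive wells.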
FN deposit inh: inhibitors of fibronectin matrix deposition, primary screen, AH1F cells, Alexa488-fibronectin fluorescence, plate reader; inhibition, % at 12.6 µM; 350,000 tested, 0.086% active; AH1F fibroblasts, overnight;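 active = mean inhibition across replicates of 30% or more, regardless of how many single replicates reach that level; inconclusive = mean under 30% yet at least half of replicates reach 30%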;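 note: positive control wells lacked labelled fibronectin entirely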
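Schedule: 1 h cell adhesion before compound, then overnight fibronectin incubation; test system: AH1F fibroblast monolayer depositing Alexa488-labelled fibronectin into matrix; quantity: 10000 AH1F cells per well; probe or stimulus: fluorescent fibronectin at 24 nM final; signal: fluorescence, ex 485 nm, em 525 nm; evaluation: percent inhibition as loss of matrix-bound fibronectin fluorescence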
esBAF inh: Bmi1 luciferase reporter increase in mESCs, primary screen, esBAF inhibitor project, mouse ES cells, Bmi1 luciferase knock-in, single point; 350,000 tested, 2% active; 24 h; 100% = twice the neutral-well signal; reporter increase, % at 12.5 µM; AID 602393, 2012; in the data active = activation above about 40%; inconclusive = no clear call, values can overlap the other calls;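 note: 0% = median of the plate's neutral control wells and 100% = double that signal; a rise in the Bmi1 reporter signal indicates esBAF inhibition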
* = called active by the depositor; ? = inconclusive; nt = no result given. Rows are unselected; any-hit rate near 3%.

Structure | E-sel inducer | RAD54 branch | RAD52 inh | Xi reactivation | EWS-Fli inh | S100A4 inh HTS | FN deposit inh | esBAF inh
C[C@@H]1CCCCO[C@@H](CN(C)Cc2ccccc2)[C@H](C)CN([C@H](C)CO)C(=O)c2cc(NS(=O)(=O)c3ccc(Cl)cc3)ccc2O1 | nt | 2 | 61* | 0.2 | 10 | -3 | -6 | 1
C[C@@H]1CN([C@@H](C)CO)C(=O)c2cccc(NS(=O)(=O)c3cn(C)cn3)c2O[C@@H]1CN(C)S(=O)(=O)c1cccs1 | 2.4 | -1 | -6 | -0.9 | -9 | -11 | 6 | 0
CCCNC(=O)N(C)C[C@@H]1Oc2ncc(-c3ccncc3)cc2C(=O)N([C@H](C)CO)C[C@H]1C | 0.9 | 3 | -9 | -1.1 | -14 | -3 | -3 | -5
CN(Cc1ccccc1)S(=O)(=O)c1nnc(NC(=O)c2ccccc2F)s1 | nt | 5 | -3 | 0.0 | 8 | -1 | -1 | -6
O=C(N[C@H]1CC[C@@H](CCNC(=O)C2CCCCC2)O[C@@H]1CO)c1ccncc1 | 0.1 | -3 | -7 | 0.3 | 0 | 4 | -10 | -2
COc1ccc(NC(=O)c2scc(S(=O)(=O)C(C)C)c2N)cc1 | nt | nt | -27 | -0.1 | -50 | -9 | 8 | 23
COc1cccc(CNC(=O)CCCn2nc(C)n3c(cc4sccc43)c2=O)c1 | nt | -3 | -12 | 0.0 | -11 | 0 | 7 | -1
CN(C)C(=O)CCCCCCCCC(=O)N(C)C | nt | 11 | -8 | 0.1 | 2 | -15 | -3 | -1
N#Cc1ccc(OCC(=O)N[C@@H](Cc2ccccc2)c2nc3ccccc3[nH]2)cc1 | nt | nt | -12 | 0.2 | -8 | -2 | -6 | nt
CN(CCCNC(=O)CCc1cn(C)c2ccccc12)C1CCCCC1 | -0.1 | 1 | -2 | 0.0 | 10 | 0 | 2 | -1
O=C(Nc1cnccn1)c1cccnc1 | nt | 9 | 4 | nt | -14 | 12 | nt | -7
CC(C)(C)OC(=O)N1CCC2(CC1)C(C#N)=C(N)OC1=C2C(=O)CCC1 | nt | 2 | -7 | 0.3 | 3 | 1 | nt | 9
CCOC(=O)C=C(OC(=O)c1ccc(OC)cc1)c1ccccc1 | -0.7 | -2 | -5 | 0.0 | -7 | -3 | 8 | 4
CCOC(=O)C1CCN(CCCSc2ccc(C)cc2)CC1 | -0.1 | 1 | -2 | 0.1 | 12 | -3 | 4 | -5
CN1c2ccc(-c3ccccc3F)cc2[C@@H]2[C@@H](CCN2S(=O)(=O)c2ccccc2F)[C@@H]1CO | -0.2 | -4 | -13 | 0.1 | 3 | -9 | 0 | -3
COc1ccccc1C(=O)COC(=O)c1nc(Cl)ccc1Cl | nt | nt | -12 | 0.0 | 1 | 9 | nt | 4
Cc1ccc(C2C3=C(CCCC3=O)Nc3[nH]c(=S)[nH]c(=O)c32)cc1 (configuration not stated) | -1.0 | 3 | nt | nt | nt | nt | -5 | 0
O=C(c1ccccc1NS(=O)(=O)c1cccc(C(F)(F)F)c1)N1CCc2ccccc21 | -2.2 | -6 | -6 | 0.5 | 14 | -1 | 5 | nt
O=C(O)c1cc2ccccc2cc1Nc1ccccc1 | nt | -5 | -51 | -0.1 | 7 | 0 | -3 | 1
COc1cc(CC2COC(=O)C2(O)Cc2ccc(O)c(OC)c2)ccc1O (configuration not stated) | nt | -3 | -9 | nt | 5 | -9 | nt | -33
CCOC(=O)C1=CCC(c2ccc(CC)cc2)N(S(=O)(=O)c2ccc(C)cc2)C1 (configuration not stated) | 0.2 | -13 | -15 | 0.0 | -8 | -7 | -87 | -8
C[C@@H]1CN([C@H](C)CO)C(=O)c2cc(NC(=O)Nc3ccc(F)cc3)ccc2O[C@H]1CN(C)Cc1ccc(C(=O)O)cc1 | -1.7 | 1 | -1 | -0.5 | -6 | -3 | -3 | -7
Cc1noc(C)c1S(=O)(=O)N(C)C[C@@H]1OCc2ccccc2-c2c(n(C)c3ccccc23)C(=O)N([C@@H](C)CO)C[C@H]1C | 0.1 | -1 | 12 | 0.0 | 10 | -8 | 2 | 0
O=C(NCc1ccccc1)c1ccc(F)c(F)c1 | 1.4 | nt | 3 | 0.0 | 13 | -1 | -7 | nt
O=C(CN1C(=O)c2ccccc2C1=O)OCC(=O)c1ccccc1 | nt | -2 | -10 | 0.2 | 0 | 15 | 4 | -1
CO[C@@H]1CN(C)C(=O)c2ccc(NC(=O)c3ccc4c(c3)OCO4)cc2OC[C@H](C)N(CCC(F)(F)F)C[C@@H]1C | -0.1 | 0 | -2 | 0.0 | 0 | 5 | 4 | -22
C[C@@H](NC(=O)C[C@H]1C[C@H]2c3cc(NC(=O)C4CCC4)ccc3O[C@H]2[C@@H](CO)O1)c1ccccc1 | -0.3 | -11 | -9 | 0.3 | -5 | -10 | 6 | 0
COc1ccccc1NC(=O)C[n+]1ccccc1 | -0.2 | nt | -10 | 0.1 | 3 | -2 | 3 | nt
CCOc1ccc(NC(=O)CSc2nc3ccccc3nc2N2CCOCC2)cc1 | -1.4 | -7 | -8 | 0.0 | 9 | 2 | 9 | -2
O=C(CCc1nc(-c2ccc(F)cc2)no1)NCc1ccccc1CN1CCOCC1 | -0.1 | -3 | -14 | 0.0 | -2 | -6 | 1 | -6
COc1cc(S(=O)(=O)N2CCCCC2)ccc1NC(=O)c1ccccc1Cl | nt | 2 | -8 | nt | 5 | 0 | nt | 5
O=C(O)CC(NC(=O)Nc1ccccc1)c1ccc(OC2CCCC2)cc1 (configuration not stated) | nt | nt | 1 | 0.0 | 10 | -3 | nt | nt
COc1ccc(C#Cc2ccc([C@H]3[C@H]4CN(C(C)=O)CC(=O)N4[C@H]3CO)cc2)cc1 | -0.3 | nt | -13 | 0.0 | -15 | -18 | nt | nt
C[C@H](CO)N1C[C@H](C)[C@H](CN(C)CC2CC2)Oc2cc(C#CC3CC3)ccc2S1(=O)=O | 0.5 | -1 | 7 | -0.8 | -12 | -5 | -7 | 8
Cc1ccc(-n2c(SCC(=O)Nc3ccc4c5c(cccc35)CC4)nc(O)cc2=O)cc1 | nt | nt | -23 | 0.0 | 5 | -2 | 6 | nt
COc1cccc(NC(=O)CN(C)C(=O)CSCc2nc3scc(-c4cccs4)c3c(=O)[nH]2)c1 | -2.2 | -3 | -76 | -0.1 | -2 | 1 | -1 | 4
Cc1ccc(S(=O)(=O)Nc2ccc3[nH]ccc3c2)cc1 | -0.3 | -2 | -12 | 0.2 | 8 | 0 | -5 | -4
CCN1C(=O)/C(=C\C(=O)c2cccs2)c2cc(Br)ccc21 | nt | nt | -2 | 0.0 | 29 | 3 | -3 | nt
C[C@@H]1CN([C@H](C)CO)C(=O)c2cc(NS(=O)(=O)c3cn(C)cn3)ccc2O[C@H]1CN(C)CC1CCCCC1 | 0.0 | 6 | 6 | 0.7 | 2 | 3 | 3 | 1
Cc1ccc(S(=O)(=O)NC(CC(=O)NCC2CCCO2)c2ccccc2)cc1 (configuration not stated) | 0.1 | -8 | -2 | -0.1 | -2 | -4 | -4 | -1
C[C@H]1CN([C@@H](C)CO)S(=O)(=O)c2ccc(C3=CCCCC3)cc2O[C@H]1CN(C)C(=O)c1ccc(F)cc1 | 0.4 | -7 | 18 | -0.7 | 9 | -29 | nt | 7
CC(=O)c1cccc(NC(=O)CCNC(=O)c2ccccc2Cl)c1 | -0.1 | 17 | -3 | 0.0 | 1 | 0 | 0 | 4
COc1ccc(S(=O)(=O)NCc2ccc(C(=O)NCCCN3CC(C)CC(C)C3)cc2)cc1 (configuration not stated) | nt | -17 | -9 | 0.1 | nt | -2 | 0 | -5
CCN1CCN(c2cc(C)c3cc(NC(=S)N4CCCCC4)ccc3n2)CC1 | 0.3 | ? | 85* | -0.2 | -12 | -4 | 8 | 6
O=C(NCc1ccc(F)cc1)C1CC(=O)N(C2CCCC2)C1 (configuration not stated) | nt | -10 | -6 | -0.4 | -6 | -9 | -3 | -8
Cn1c(SCC(=O)Nc2ccccc2F)nnc1-c1cccs1 | nt | nt | -3 | 0.1 | -54 | -1 | -12 | 16
C[C@H]1CN([C@@H](C)CO)C(=O)c2cc(C3=CCCC3)cnc2O[C@H]1CN(C)C(=O)c1ccncc1 | 0.2 | nt | 2 | -0.3 | -1 | -15 | -1 | nt
CC(OC(=O)C1=COCCO1)C(=O)NC1CCCCC1 (configuration not stated) | -0.9 | 2 | -30 | 0.4 | -3 | -10 | nt | -1
C=CCN(CC=C)CCCOc1ccc(Br)cc1Cl | nt | nt | -2 | 0.2 | -3 | -3 | 10 | nt
O=C(COC(=O)c1ccc(O)cc1O)c1ccc(Cl)cc1 | 0.1 | nt | -8 | 0.0 | -75 | -5 | 2 | nt
CNC[C@@H]1Oc2cc(C#Cc3ccncc3)ccc2S(=O)(=O)N([C@@H](C)CO)C[C@H]1C | -1.0 | nt | nt | 0.0 | -3 | nt | 2 | -3
COc1ccc(C2=NS(=O)(=O)N(C)C(C(=O)N3CCCCC3)=C2)cc1OC | -0.1 | 0 | 7 | -0.1 | 5 | 7 | 4 | -5
CSc1nc2nc3c(cc2c(=O)n1-c1ccc(C)cc1)COC(C)(C)C3 | 0.1 | -2 | 1 | 0.8 | 7 | -4 | 8 | nt
O=C(OCc1cn([C@@H]2C[C@H](c3ccc(Cl)cc3)N(C(=O)C3CCCCC3)C[C@H]2O)nn1)c1ccccc1 | 0.1 | nt | 1 | 0.4 | -17 | -3 | -9 | 1
O=C(NCC(c1cccs1)N1CCOCC1)c1cn(-c2ccccc2)nc1-c1ccc(Cl)cc1 (configuration not stated) | -0.1 | -4 | -10 | 0.0 | 11 | -2 | 3 | -12
CCOC(=O)CN1N=C(/C=C/c2ccc(OCC)cc2)CCC1=O | nt | nt | -14 | 0.1 | 5 | -1 | nt | nt
